FLuc inh: Firefly luciferase inhibition profiling of diverse chemical library using quantitative high-throughput screening. purified P. pyralis luciferase, luminescence, biochemical. Potency, µM (series often up to 115 µM), for inactives: top-dose activity change, negative = inhibition, most hits filed as inhibitors. 2.5% of 76,000 active. AID 1347043, 2019; also: potency is read from the fitted curve at half-maximal effect; nearly all actives have a fitted effect of over 65% in size
Target sequence (P08659 whole entry, looked up): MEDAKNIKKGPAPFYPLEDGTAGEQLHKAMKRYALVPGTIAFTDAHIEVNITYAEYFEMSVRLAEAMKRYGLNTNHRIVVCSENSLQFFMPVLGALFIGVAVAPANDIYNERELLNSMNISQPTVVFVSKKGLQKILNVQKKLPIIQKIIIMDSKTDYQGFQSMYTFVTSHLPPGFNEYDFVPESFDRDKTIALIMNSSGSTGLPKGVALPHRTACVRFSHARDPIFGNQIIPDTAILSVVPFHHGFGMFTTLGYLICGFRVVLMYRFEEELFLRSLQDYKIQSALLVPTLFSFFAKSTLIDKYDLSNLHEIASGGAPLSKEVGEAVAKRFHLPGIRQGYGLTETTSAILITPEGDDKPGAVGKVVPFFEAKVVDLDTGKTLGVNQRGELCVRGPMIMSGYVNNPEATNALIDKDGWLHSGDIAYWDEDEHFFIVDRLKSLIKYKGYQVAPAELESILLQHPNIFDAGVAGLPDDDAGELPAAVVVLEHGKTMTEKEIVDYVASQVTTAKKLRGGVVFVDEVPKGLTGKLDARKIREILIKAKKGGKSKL
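Purified 10nM P. pyralis luciferase with 10uM D-luciferin and 10uM ATP in 50mM Tris acetate pH 7.5, 10mM Mg acetate, 0.01% Tween-20, 0.05% BSA. qHTS titration; luminescence read by CCD imager.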
HEK293 tox: Cytotoxic Profiling in HEK 293 Cell Line of Diverse Libraries Using Quantitative High-Throughput Screening; HEK 293 viability, ATP luminescence (CellTiter-Glo), 48-72 h; Potency, µM (series often up to 115 µM), for inactives: at the highest dose activity change, negative = cytotoxicity, actives largely listed as inhibitors; 6.6% of 94,000 active; also: potency is read from the fitted curve at half-maximal effect; nearly all actives have a fitted effect of over 60% in size
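Viability of HEK 293 cells, plated at 250 cells/well, was judged by cellular ATP after compound treatment for 48 or 72 hr. Luminescence was imaged 10 min after CellTiter-Glo addition at room temperature.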
HEK293 viab: GF-AFC viability counterscreen for inhibitors of alpha-synuclein gene (SNCA) expression. 0.12% of 150,000 active. HEK-293-SNCA-luc viability, GF-AFC fluorescence, 24 h. Potency, µM (titrated, usually from 57.1 µM), for inactives: at the highest dose activity change, negative = cytotoxicity, actives largely listed as cytotoxic;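 also: potency is read from the fitted curve at half-maximal effect; 0% = DMSO-treated cells and -100% = medium-only wells without cells; nearly all actives have a fitted effect of over 30% in size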
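HEK-293-SNCA-luc cells (1500/well) plated 24 h, then exposed 24 h to a dilution series; GF-AFC added 30 min at 37C, fluorescence 405/540 nm; normalised to medium-only and DMSO wells, Hill fit.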
SNCA expr inh: Primary qHTS assay for inhibitors of alpha-synuclein gene (SNCA) expression; HEK-293 SNCA-luciferase knock-in, luminescence, 24 h; Potency, µM (titrated, usually from 57.2 µM), without a hit: at the highest dose activity change, negative = inhibition, usual class: inhibitors; 0.17% of 140,000 active;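 also: potency is read from the fitted curve at half-maximal effect; plate controls were DMSO cells for no effect and cell-free wells for full effect; nearly all actives have a fitted effect of over 45% in size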
GPT2 inhibitor: Primary qHTS assay for inhibitors of Glutamate pyruvate transaminase 2 (GPT2). Alanine aminotransferase 2 (Homo sapiens), Q8TD30. Recombinant GPT2, coupled pyruvate oxidase/HRP Amplex Red fluorescence. 0.25% of 100,000 active. Potency, µM (titrated, usually from 57.7 µM), inactives show at the top dose activity change, negative = inhibition, hits mostly inhibitors; also: potency is read from the fitted curve at half-maximal effect; nearly all actives have a fitted effect of over 60% in size; many of its hits are not listed in these tables
Target sequence (Q8TD30 whole entry, looked up): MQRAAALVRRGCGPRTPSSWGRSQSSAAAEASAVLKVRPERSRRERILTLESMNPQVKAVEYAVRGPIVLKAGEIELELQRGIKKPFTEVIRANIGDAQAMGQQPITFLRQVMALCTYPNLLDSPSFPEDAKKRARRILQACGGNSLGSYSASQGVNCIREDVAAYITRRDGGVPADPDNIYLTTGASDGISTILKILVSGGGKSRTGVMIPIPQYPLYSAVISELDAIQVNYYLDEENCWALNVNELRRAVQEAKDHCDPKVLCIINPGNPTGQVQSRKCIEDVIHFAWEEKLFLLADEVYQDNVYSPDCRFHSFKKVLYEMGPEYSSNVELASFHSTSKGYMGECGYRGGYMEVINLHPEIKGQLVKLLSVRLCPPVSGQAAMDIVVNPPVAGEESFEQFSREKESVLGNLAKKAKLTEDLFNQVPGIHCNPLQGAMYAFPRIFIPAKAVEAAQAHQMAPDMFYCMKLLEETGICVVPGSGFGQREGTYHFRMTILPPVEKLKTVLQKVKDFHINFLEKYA
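GPT2 10ng/uL, a-KG 250uM, L-Ala 2mM, HEPES pH7.5 + 0.0001% Tween; 30 min RT. Then Amplex mix (PO/HRP/ThPP), 30 min RT dark, fluorescence. AOA 50uM used as positive control.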
IP6K1 inhibitor: Primary qHTS assay for small molecule inhibitors of Inositol hexaphosphate kinase 1 (IP6K1); Inositol hexakisphosphate kinase 1 (Homo sapiens), Q92551; IP6K1 kinase, ADP-Glo luminescence, 2 h; stronger effect = lower value; activity change, % (series mostly up to about 58 µM); 0.81% of 140,000 active; AID 1645851, 2021; in the data active = activity change below about -25%
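ADP-Glo luminescence measures ADP made by human IP6K1 during a 2 h RT reaction with ATP/IP6 (mix at 1.3 mM/130 uM); top library doses 57.5 and 19.1 uM final.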
3T3 cytotox: Cytotoxic Profiling in NIH 3T3 Cell Line of Diverse Libraries Using Quantitative High-Throughput Screening | NIH 3T3 viability, CellTiter-Glo ATP luminescence, 48-72 h | Potency, µM (highest dose often 96.7 µM), without a hit: top-dose activity change, negative = cytotoxicity, hits mostly inhibitors | 4.3% of 94,000 active | AID 1345082, 2018; also: potency is read from the fitted curve at half-maximal effect; nearly all actives have a fitted effect of over 55% in size
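NIH 3T3 cells at 400 cells/well received 23 nL of compound by pintool and were incubated 48 or 72 h at 37 °C. Viability was read as ATP-coupled CellTiter-Glo luminescence.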
The depositor's hits bear a star; i = inactive; ? = inconclusive; / = no result given; [ ] = remark or other dose. Unless noted, calls follow the shape of the dose curve; as a rule, active = well fitted curve in the direction sought with a large enough effect; inconclusive = small, poorly fitted or top-dose-only effect, or another doubt; inactive = no such curve, though single readings can be large; an effect the other way counts as inactive or inconclusive. Unless noted, % is scaled to controls: 0 for no effect and ±100 for the full control effect. Some of the compounds tested; rates above refer to the full screens.

no.	compound	FLuc inh	HEK293 tox	HEK293 viab	SNCA expr inh	GPT2 inhibitor	IP6K1 inhibitor	3T3 cytotox
1	Cc1cc(NC(=O)N(C)CC2CCOCC2)ccc1Br	?	1%	3%	39%[activator]	-13%	16	i
2	CNC(=O)[C@H]1C[C@H](Oc2cccnc2)CN1S(=O)(=O)c1ccccc1C	-9%	-1%	21%	1%	-3%	2	-20%
3	COc1cccc(NC(=O)Cn2c(=O)n(Cc3nc(-c4ccccc4)no3)c(=O)c3ccccc32)c1	/	/	?	-20%	/	8	/
4	Cc1noc(C)c1-c1cc2c(cc(C)n2CCN(C)C)c(-c2ccnn2C)n1	0%[172 µM]	?	-17%[87.6 µM]	?	-41%[88.5 µM]	-16	45µM*
5	O=C(c1ccccn1)N1CC2CC(C1)[C@H]1CCCC(=O)N1C2 (stereo partly specified)	-2%	5%	-3%	1%	i	12	i
6	N#Cc1cccc(-c2cn3c(n2)N(C(=O)c2cccs2)CCC3)c1	?	?	-1%	9%	i	13	-5%
7	COc1cc(OC)c(NC(=O)c2c(C)nn(-c3ccc(C)cc3)c2-n2cccc2)cc1Cl	/	/	-12%	-9%	/	15	/
8	Cc1cc(C)cc(Oc2c(C(F)(F)F)oc3c(CN4CCCC(C)C4)c(O)ccc3c2=O)c1 (stereo unspecified)	/	/	2%	0%	/	27	/
9	Cn1c(CCNC(=O)C[C@H]2NC(=O)c3ccccc3NC2=O)nc2ccccc21	11%	3%	4%	-16%	3%	19	3%
10	Cc1cnc(CC2CCN(C(=O)CCc3c[nH]c4ccccc34)C2)n1CC1CC1 (stereo unspecified)	4%	?	4%	-2%	1%	-2	-14%
11	COc1ccc(CN2CCN3C(=O)N(Cc4ccc(C)cc4)C[C@H]3C2)cn1	-9%[172 µM]	?	2%[87.6 µM]	19%[87.6 µM]	i	6	-15%[138 µM]
12	O=C(c1nc2c(o1)CCN(Cc1ccccc1F)CC2)N1CCOCC1	-23%[172 µM]	?	7%[87.6 µM]	26%[87.6 µM]	2%[88.5 µM]	10	?
13	CCOc1ccc(S(=O)(=O)N2Cc3ccccc3CC2C(=O)Nc2ccc(NC(C)=O)cc2)cc1 (stereo unspecified)	/	/	3%	29%	/	7	/
14	Cc1ccc(-c2cc(C(=O)N3CCC(c4nc(CCOCC5CC5)no4)C3)[nH]n2)cc1 (stereo unspecified)	-7%	?	-11%[12.5 µM]	?	i	19	-24%
15	COc1ccccc1-n1c(=O)c(C(=O)NCc2cccs2)nc2cccnc21	/	0%	1%	-11%	i	0	-10%
16	O=C(CCC[C@H]1NC[C@@H]2C[C@H]1CN(Cc1ccccc1)C2)Nc1cccc(F)c1	-2%	?	5%	12%	2%	-18	?
17	CCCc1nc(C(=O)NCC(C)Cn2nc(C)cc2C(F)(F)F)cs1 (stereo unspecified)	-1%	?	0%	4%	-3%	9	-29%
18	CCOC(=O)N1CCN(S(=O)(=O)N2CCCC(C(=O)NCc3cc(OC)ccc3OC)C2)CC1 (stereo unspecified)	/	/	3%	-13%	/	15	/
19	CC1=C(C(=O)Nc2ccc(Cl)cc2)C(C(C)C)n2nc(SCc3cccc(C)c3)nc2N1 (stereo unspecified)	/	/	15%	-14%	/	-11	/
20	CC1=Nc2cc(C(=O)NC3CCCCC3)ccc2Sc2ccc(Cl)cc21	/	/	-6%	-29%	/	-6	/
21	Cn1c(=O)c(=O)n(C)c2cc(S(=O)(=O)CCC(=O)Nc3ccc(F)cc3)ccc21	/	/	14%	-10%	/	-2	/
22	Cc1ccc([C@H]2CN(C(=O)CN3CCOC3=O)C[C@@H]2N)o1	4%	-5%	1%	-29%	?	5	3%
23	COc1cc(NC(=O)c2cc3c(s2)-c2ccccc2OC3)cc(OC)c1OC	/	/	?	?	/	11	/
24	Cc1nc(C2CC(O)C2)cc(N2CC(N3CCOCC3)C2)n1 (stereo unspecified)	-8%	-1%	5%	3%	4%	29	5%
25	CSc1ncc(Cl)c(C(=O)N(C)c2ccccc2)n1	/	/	3%	13%	/	4	/
26	C[C@H]1CCCN1C(=O)c1nnc(CNc2ccc(OC(F)(F)F)cc2)n1-c1ccccc1	12%	?	-2%	-15%	i	-2	-22%
27	Cc1noc([C@@H]2C[C@H](NS(=O)(=O)c3cccs3)CN2C)n1	-2%[172 µM]	i	-4%[87.6 µM]	7%[87.6 µM]	-7%[88.5 µM]	17	-2%[138 µM]
28	CCOC(=O)[C@H]1C[C@]2(CCCCN(CCO)C2=O)N(C(=O)OCC(C)C)[C@H]1c1ccco1	/	?	/	/	/	4	?
29	CC(=O)N1CCC(c2nnc3n2C(C(=O)NCCc2ccc(Cl)cc2)CC3)CC1 (stereo unspecified)	/	-24%[172 µM]	-7%[12.5 µM]	21%[87.6 µM]	i	18	-14%[138 µM]
30	COc1ccc(OC)c(C2=NOC(C(=O)O)C2)c1 (stereo unspecified)	-3%	11%	-5%	-17%	-2%	1	i
31	CCn1cc(S(=O)(=O)N2CCC3(CC2)CNC(C(=O)O)C3)cn1 (stereo unspecified)	0%	2%	-12%	-30%	i	1	i
32	O=C(CCc1nc2ccc(Cl)cc2[nH]1)N1CCCC(Cc2nc(C3CCOCC3)no2)C1 (stereo unspecified)	10%	?	-20%	-12%	i	5	i
33	CCCNC(=O)NC[C@@H]1C=C(C)[C@H](Cc2nc3nc(OC)ccc3[nH]2)C[C@H]1C(C)C	-1%[172 µM]	63µM*	?	-20%[87.6 µM]	-12%[88.5 µM]	16	89µM*
34	O=C(CCC1CCN(C(=O)c2ccccc2)CC1)NCCCN1CCOCC1	-4%	4%	-8%	-20%	i	21	i
35	COc1ccc(OCc2cc(C(=O)N3C[C@H]4CC[C@H]3C4)n[nH]2)c(Cl)c1	8.9µM*	?	-6%	144%[activator]	i	-8	?
36	CSc1ccc(CNC(=O)CCn2ccc3cc(S(=O)(=O)N4CCC(C)CC4)ccc32)cc1	/	/	-4%	?	/	2	/
37	O=C(NC1CCCc2c1[nH]c1ccccc21)c1cccnc1 (stereo unspecified)	-2%	?	2%	-14%	i	-11	-20%
38	CCOC(=O)[C@H]1CCOCC[C@H]1N(Cc1ccccc1)C(=O)OCC(C)C	/	?	/	/	/	14	?
39	Fc1ccccc1-c1noc(-c2nc(C3CC3)no2)n1	4.5µM*	?	6%	-1%	3%	-15	-21%
40	CN1CCN(CCNC(=O)c2ccc3c(c2)N(S(=O)(=O)c2ccccc2F)CC3)CC1	-12%	-22%	-5%	3%	2%	2	?
41	CCOc1ccccc1NC(=O)[C@H]1CCC[C@H]1NC(=O)c1ccc(OC)cc1	3%	?	?	-12%	3%	14	-19%
42	Cc1nc(CC2CCN(C(=O)Cn3cccc(C(F)(F)F)c3=O)CC2)no1	0%	-3%	3%	-4%	?	21	-4%
43	CCOc1ccccc1CN1CC[C@H](CNC(C)=O)[C@H](N(C)C)C1	-4%	-20%	3%[12.5 µM]	-8%	4%	-2	-28%
44	O=C(Cc1ccc(F)cc1)N1CCC2(CC1)NC(=O)N(c1ccccc1)N2	-6%	?	-9%	-16%	-25%	-8	?
45	CN(C)Cc1nnc(C2CC(NC(=O)c3ccccc3-c3ncn[nH]3)C2)n1C (stereo unspecified)	-1%	i	1%	-15%	i[11.5 µM]	-28*	-11%
46	CCCc1cc(C(=O)N2CCOC(c3ccc(Cl)c(Cl)c3)C2)ccn1 (stereo unspecified)	11%	?	-9%	-35%	-3%	-6	?
47	COc1cc(OC)cc(C(=O)NCC(c2cccs2)S(=O)(=O)c2ccc(F)c(C)c2)c1 (stereo unspecified)	/	/	1%	15%	/	15	/
48	Cc1ccc(CN2C[C@@H](CO)[C@H](NC(=O)c3cccnc3)C2)cc1	2%	-3%	-9%	-2%	-4%	-2	-5%

10 structures out of the list, arranged by SMILES length, smallest number first:
no.	compound	FLuc inh	HEK293 tox	HEK293 viab	SNCA expr inh	GPT2 inhibitor	IP6K1 inhibitor	3T3 cytotox
39	Fc1ccccc1-c1noc(-c2nc(C3CC3)no2)n1	4.5µM*	?	6%	-1%	3%	-15	-21%
37	O=C(NC1CCCc2c1[nH]c1ccccc21)c1cccnc1 (stereo unspecified)	-2%	?	2%	-14%	i	-11	-20%
46	CCCc1cc(C(=O)N2CCOC(c3ccc(Cl)c(Cl)c3)C2)ccn1 (stereo unspecified)	11%	?	-9%	-35%	-3%	-6	?
43	CCOc1ccccc1CN1CC[C@H](CNC(C)=O)[C@H](N(C)C)C1	-4%	-20%	3%[12.5 µM]	-8%	4%	-2	-28%
44	O=C(Cc1ccc(F)cc1)N1CCC2(CC1)NC(=O)N(c1ccccc1)N2	-6%	?	-9%	-16%	-25%	-8	?
48	Cc1ccc(CN2C[C@@H](CO)[C@H](NC(=O)c3cccnc3)C2)cc1	2%	-3%	-9%	-2%	-4%	-2	-5%
38	CCOC(=O)[C@H]1CCOCC[C@H]1N(Cc1ccccc1)C(=O)OCC(C)C	/	?	/	/	/	14	?
41	CCOc1ccccc1NC(=O)[C@H]1CCC[C@H]1NC(=O)c1ccc(OC)cc1	3%	?	?	-12%	3%	14	-19%
40	CN1CCN(CCNC(=O)c2ccc3c(c2)N(S(=O)(=O)c2ccccc2F)CC3)CC1	-12%	-22%	-5%	3%	2%	2	?
36	CSc1ccc(CNC(=O)CCn2ccc3cc(S(=O)(=O)N4CCC(C)CC4)ccc32)cc1	/	/	-4%	?	/	2	/

More entries:
no.	compound	FLuc inh	HEK293 tox	HEK293 viab	SNCA expr inh	GPT2 inhibitor	IP6K1 inhibitor	3T3 cytotox
49	Cc1nc(N2CCC(NC(=O)CCC3CCCC3)CC2)cc(C(F)(F)F)n1	5%	?	-7%	4%	4%	8	-20%
50	O=[S+]1([O-])NC2(CCN(Cc3ccsc3)CC2)COc2ccccc21	/	-5%	-20%	-47%	-11%	-2	-1%
51	O=C(Cc1cccc(Cl)c1)NCc1ccnc2[nH]ccc12	?	?	16%[87.6 µM]	32%[activator][87.6 µM]	i	16	?
52	CC(C)(Oc1nn(CCN2CCOCC2)c2ccccc12)C(=O)NCCOc1ccccc1	-3%	?	2%	13%	i	-1	?
53	Cc1nn(-c2ccccc2)c2c1N(CCCC(=O)NCc1ccc(OC(C)C)cc1)C(=O)CS2	/	/	-21%	-22%	/	-15	/
